# BRCA1 expr up: qHTS Assay to Identify Small Molecule Activators of BRCA1 Expression; MCF7-BRCA1-FFLuc reporter, luminescence, 48 h; response scale: scaled: vehicle 0%, 10 µM genistein 100%; Potency, µM (titrated, usually from 46.1 µM), for inactives: at the highest dose activation, usual class: activators; 380,000 compounds, 1.1% hits; AID 624202, 2012; further: potency means the concentration at half of the fitted maximal effect; nearly all actives have a fitted effect of over 80% in size; some results filed as inactive show a strong effect at the top dose
#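 Luminescence from a BRCA1-driven firefly luciferase in MCF7 cells was read after 48 h compound exposure at 37 C. Data normalized against DMSO and a 10microM genistein activation control, then curve-fitted across the titration.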
# A-T KAP1 phos: qHTS Assay for Identifying a Potential Treatment of Ataxia-Telangiectasia | […] A-T fibroblasts, KAP-1 phosphorylation AlphaLISA; neocarzinostatin DNA damage 30 min before lysis | Potency, µM (titrated, usually from 57.5 µM), for inactives: at the top dose activation, usual class: activators | 320,000 compounds, 0.19% hits | AID 485349, 2010; further: potency means the concentration at half of the fitted maximal effect; % of control where 0% means no effect; nearly all actives have a fitted effect of over 45% in size
#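 ATM-like activity read as KAP-1 phosphorylation via AlphaLISA donor/acceptor antibody pairs after lysis and 6 hr at 25C. Cells were ATM-null patient fibroblasts ([…], hTERT), dosed 60 min, then exposed to the DSB inducer NCS for 30 min.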
# p53 reactivator: qHTS assay for re-activators of p53 using a Luc reporter | H1299 p53-A138V BP100-luciferase reporter, luminescence, 24 h | Potency, µM (top dose mostly 92.2 µM), for inactives: at the highest dose activity change, positive = activation, actives largely listed as activators | 320,000 compounds, 0.063% hits | AID 504706, 2011; further: potency means the concentration at half of the fitted maximal effect; % of control where 0% means no effect; nearly all actives have a fitted effect of over 45% in size
#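 p53-null H1299 cells stably carrying temperature-sensitive p53-A138V and a BP100-luciferase reporter were pinned with compounds (4-point, 1:5 series) and held 24 hrs at 37 deg C. Luminescence was read 10 min after detection reagent.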
# ELG1 DNA repair: qHTS screen for small molecules that inhibit ELG1-dependent DNA repair in human embryonic kidney (HEK293T) cells expressing luciferase-tagged ELG1. HEK293T ELG1-luciferase reporter, luminescence, 16 h; DNA damage induced by 5-fluorouridine. Potency, µM (titrated, usually from 46.1 µM), inactives show at the highest dose activity change, negative = inhibition, hits mostly inhibitors. 330,000 compounds, 2.3% hits. AID 504467, 2011; further: potency means the concentration at half of the fitted maximal effect; on the % scale 0 is the no-effect control and ±100 the full control effect; nearly all actives have a fitted effect of over 55% in size
#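 Cells (2,000 per well) received 5-fluorouridine plus test compound or DMSO and were incubated 16 hr at 37 °C, 5% CO2. Luciferase activity was read by luminescence 30 min after ONE-Glo addition; signal suppression marked inhibition of damage-induced ELG1 function.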
# TSG101-PTAP inh: qHTS Assay for Iinhibitors of HIV-1 Budding by Blocking the Interaction of PTAP/TSG101. Potency, µM (doses to about 115 µM), inactives show top-dose activity change, negative = inhibition, usual class: inhibitors. Fluorescence polarization, FITC-PTAP peptide / Tsg101 binding. Tumor susceptibility gene 101 protein (Homo sapiens), Q99816. AID 493005, 2010. 340,000 tested, under 10 active; active means well fitted inhibition curve with a large enough effect in the main read-out, with a control signal flat, not every such curve was filed as active; inconclusive means small, poorly fitted or top-dose-only effect, or effect the other way, or a change in a side signal; inactive means no such curve, though single readings can be large or run the other way; further: potency means the concentration at half of the fitted maximal effect; % of control where 0% means no effect
# Target sequence (Q99816 whole entry, looked up): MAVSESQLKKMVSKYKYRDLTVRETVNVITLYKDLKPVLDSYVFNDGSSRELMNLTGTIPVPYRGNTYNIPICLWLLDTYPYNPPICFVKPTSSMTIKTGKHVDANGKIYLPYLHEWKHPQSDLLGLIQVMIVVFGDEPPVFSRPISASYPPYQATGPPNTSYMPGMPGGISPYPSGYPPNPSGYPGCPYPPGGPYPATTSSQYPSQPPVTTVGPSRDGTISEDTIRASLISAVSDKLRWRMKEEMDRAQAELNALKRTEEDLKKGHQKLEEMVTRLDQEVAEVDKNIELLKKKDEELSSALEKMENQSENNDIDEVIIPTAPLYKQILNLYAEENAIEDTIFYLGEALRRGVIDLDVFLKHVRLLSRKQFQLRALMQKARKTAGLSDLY
#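 Tsg101 binding domain (10 uM final) was mixed with compound and a FITC-labeled PTAP peptide (50 nM final) in HEPES pH 7.5 buffer with NaCl, Tween 20, EDTA and TCEP; fluorescence polarization was read after 20 min at r.t.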
# a7 integrin act: qHTS for Activators of Integrin-Mediated Alleviation for Muscular Dystrophy | alpha7betagal myoblasts, beta-gal FDG fluorescence, 48 h | Potency, µM (doses to about 38.3 µM), inactives show at the highest dose activation, most hits filed as activators | 350,000 compounds, 0.064% hits | AID 624291, 2012;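 further: potency means the concentration at half of the fitted maximal effect; 100% = response of the positive control SU9516; nearly all actives have a fitted effect of over 60% in size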
#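 alpha7betagal+/- myoblasts (passage 13, 250/well) treated 48 h at 37C with compounds at 1:260 dilution of DMSO stock. Lysed, then beta-galactosidase activity read as FDG fluorescence (ex 480/em 540) after 30 min, with pre-read for autofluorescence.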
# TCR act: Activators of T cell receptors: qHTS campaign | Potency, µM (doses to about 9.22 µM), without a hit: at the highest dose activation of IL-2 secretion, actives largely listed as activators | AID 504894, 2011 | primary human leukocytes, anti-CD3, IL-2 HTRF, 48 h | 330,000 tested, under 10 active; further: % of control where 0% means no effect
#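 Primary human leukocytes were stimulated with a-CD3 beads plus compounds for 48 hr without co-stimulation; secreted IL-2 was quantified by HTRF using a-IL-2-K (europium cryptate) and a-IL-2-d2, excited at 320nm with acceptor emission read at 665nm.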
# B2AR arrestin: qHTS assay of beta-arrestin-biased ligands of beta2-adrenergic receptor. Beta-2 adrenergic receptor (Homo sapiens), P07550. beta-arrestin recruitment to beta2AR, cell-based reporter. Potency, µM (highest dose often 46.1 µM), without a hit: top-dose activation, actives largely listed as activators. 330,000 compounds, 0.02% hits;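 further: potency means the concentration at half of the fitted maximal effect; 0% = DMSO controls and full agonism = EC100 isoproterenol or metaproterenol; nearly all actives have a fitted effect of over 65% in size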
# Target sequence (P07550 whole entry, looked up): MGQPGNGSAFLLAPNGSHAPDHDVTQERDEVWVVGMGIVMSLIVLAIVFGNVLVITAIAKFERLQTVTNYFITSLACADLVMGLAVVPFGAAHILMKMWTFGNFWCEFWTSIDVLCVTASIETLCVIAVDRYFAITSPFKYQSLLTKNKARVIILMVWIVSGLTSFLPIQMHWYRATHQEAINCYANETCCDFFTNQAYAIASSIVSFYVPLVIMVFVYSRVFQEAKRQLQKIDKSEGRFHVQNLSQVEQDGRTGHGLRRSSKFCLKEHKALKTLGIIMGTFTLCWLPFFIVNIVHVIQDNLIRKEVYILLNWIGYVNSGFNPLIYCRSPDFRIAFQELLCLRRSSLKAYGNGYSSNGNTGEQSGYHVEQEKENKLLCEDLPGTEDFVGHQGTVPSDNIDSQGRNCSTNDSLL
# MLL CXXC-DNA inh: qHTS Fluorescence Polarization Assay for Inhibitors of MLL CXXC domain - DNA interaction; Histone-lysine N-methyltransferase 2A (Homo sapiens), Q03164; MLL-CXXC / FITC-HOXA9 DNA fluorescence polarization; Potency, µM (series often up to 115 µM), for inactives: at the top dose activity change, negative = inhibition, most hits filed as inhibitors; 290,000 compounds, 0.037% hits; AID 2662, 2010; active means well fitted inhibition curve with a large enough effect in the polarisation, with a control signal flat, not every such curve was filed as active; inconclusive means small, poorly fitted or top-dose-only effect, or effect the other way, or a change in a side signal; inactive means no such curve, though single readings can be large or run the other way; the % refers to the polarisation; further: potency means the concentration at half of the fitted maximal effect
#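 Purified MLL-CXXC (added from a 7 uM solution) was preincubated 5 min at ambient with pinned compounds in 50 mM Tris-HCl pH 7.5, 50 mM NaCl, 1 mM DTT, 0.05% BSA. Fluorescein-labeled HOX-A9 DNA (50 nM solution) followed, 30 min, then polarization read.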
# TRPV1 agonist: HTS Assay for Compounds that Act as Agonists of the Vanilloid Receptor 1; activation, % at 8.33 µM; Transient receptor potential cation channel subfamily V member 1 (Homo sapiens), Q8NER1; TRPV1-expressing cells, Fluo-8 calcium influx, agonist mode; 320,000 compounds, 0.19% hits; AID 540275, 2011; in the data active means activation above about 80%; inconclusive means between about 30% and that limit; further: 0% is about no effect
#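 Fluo-8 calcium influx in TRPV1-expressing cells, kinetic read (ex 480/em 520 nm). Compound added and read 3 min for agonist activity, followed by capsaicin at EC20 final and 2 min further read for enhancement.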
# * marks the source's active call; other numbers are inactive results; ? = inconclusive; nt = not tested or not shown; [ ] = remark or other dose. Unless noted, the call rests on the fitted dose curve; in most records, active means well fitted curve in the direction sought with a large enough effect; inconclusive means small, poorly fitted or top-dose-only effect, or another doubt; inactive means no such curve, though single readings can be large; an effect the other way counts as inactive or inconclusive. Hits appear at their usual frequency. About 3.8% of those tested had a hit in this group.
SMILES,BRCA1 expr up,A-T KAP1 phos,p53 reactivator,ELG1 DNA repair,TSG101-PTAP inh,a7 integrin act,TCR act,B2AR arrestin,MLL CXXC-DNA inh,TRPV1 agonist
COc1cc2c(cc1OC)CN(C(=O)c1ccc(-c3ccccc3)cc1)CC2,-13%,-9%,-9%,0%,-11%,12%,-5%,0.4%,19%,-4
Fc1ccc(/C=N/Nc2ncnc3nc[nH]c23)cc1F,26%,-4%,25%,?,2%,-23%,7%,-2.0%,10%,22
O=C(c1ccc(=O)oc1)N1CCN(C(c2ccccc2)c2ccccc2)CC1,-2%,9%,1%,-1%,-5%,1%[7.66 µM],5%,0.2%,0%,15
CN1CCN(C(=O)c2ccc(N(Cc3ccccc3Cl)S(C)(=O)=O)cc2)CC1,-1%,-2%,-7%,11%,-5%,-10%[1.53 µM],3%,0.0%,-2%,2
Cc1ccccc1C(=O)NNC(=O)C1CC(=O)N(c2ccc3c(c2)OCCO3)C1 (stereo not given),-4%,-13%,-1%,13%,-4%,0%,2%,0.4%,nt,0
CCCN(CCC)CCCNC(=O)C1c2cc(OC)c(OC)cc2C(=O)N(C)C1c1cccnc1 (stereo not given),28%,2%,7%,31%,-3%,4%,-16%,-0.3%,6%,2
O=[N+]([O-])c1ccc(OCC(O)CN(C2CCCCC2)C2CCCCC2)cc1 (stereo not given),-25%,-4%,-13%,-5%,-4%,0%,-1%[46.1 µM],?,-3%,2
O=C(Nc1ccc(N2CCN(C(=O)c3cccs3)CC2)c(Cl)c1)c1ccco1,12%,nt,2%,21µM*,-2%,16%[7.66 µM],2%,-0.8%,3%,23
Cc1ccc(-c2cc(C(=O)NN=C3CCCC3)c3ccccc3n2)cc1,0%,0%,-1%,?,-5%,3%,-6%,-0.9%,14%,-2
CCN1C[C@@H]2[C@@H]3C(=O)N(Cc4ccccc4)C(=O)[C@@H]3[C@](C)(C1=O)N2C(=O)c1ccc(F)cc1,-3%,nt,nt,nt,-10%,-6%,-2%,nt,nt,nt
Cc1nnc(NC(=O)C2CCN(C(=O)c3ccco3)CC2)s1,-4%,-1%,-3%,-1%,-1%,-9%,-1%,-0.5%,31%[activator],-1
Cc1cccc(C(=O)NC2CCN(CC(=O)Nc3ccccc3Cl)CC2)c1,2%,2%,nt,-9%,0%,-21%,nt,-0.3%,5%,5
CSc1ccc(NC(=O)N2CC(C)OC(C)C2)cc1 (stereo not given),11%,-1%,-4%,-5%,-1%,-3%,-1%,0.0%,-2%,18
CCOC(=O)N1CCN(S(=O)(=O)CCNC(=O)c2ccc(OC)cc2)CC1,-24%,10%,-5%,6%,-3%,3%,5%,0.1%,nt,-1
Cc1nnc(N/N=C/c2ccc(O)c([N+](=O)[O-])c2)[nH]c1=O,20%,1%,5%,2%,-1%,3%,-8%[46.1 µM],-0.3%,-9%,-6
COc1ccc(C(=O)N2CCN(c3ncnc4c(-c5ccccc5)nsc34)CC2)cc1,5%,9%,-2%,?,0%,-11%,-5%,-0.6%,4%,12
CCOC(=O)c1nnn2c1nc(N1CCN(C)CC1)c1ccccc12,-9%,3%,-2%,10%,-3%,-16%,-11%,-0.3%,-14%,-4
CC#CCN(CC#CC)S(=O)(=O)c1ccc(-n2cnnn2)c(OC)c1,-37%,10%,-3%,1%,-5%,-11%,-1%,0.2%,8%,3
CC(=O)c1ccc(S(=O)(=O)N2CCCC(N(C)CCc3ccccc3)C2)cc1 (stereo not given),-6%,-1%,?,-1%,-7%,0%,-3%,0.8%,0%,2
CC(C)(C)NC(=O)CN(CCc1ccccc1)C(=O)c1csnn1,9%,3%,-4%,-3%,-3%,11%,-78%,-0.1%,-10%,1
Cn1c(=O)cc(Cl)[nH]c1=O,-7%,2%,4%,0%,0%,-22%,7%,0.0%,3%,1
O=C(CCc1ccccc1)NCCc1ccc(F)cc1,65%,11%,?,20%,0%,44%,nt,-0.1%,-6%,7
CC1CCN(CC(O)COCCC23CC4CC(CC(C4)C2)C3)CC1 (stereo not given),-46%,nt,3%,?,-3%,-55%[inhibitor],-2%,0.2%,-25%,-1
CCC(C)[C@@H](C(=O)N1CCNCC1)n1cc(CCCCN)nn1 (stereo not given in full),4%,5%,-2%,?,-1%,-3%,9%,-0.1%,-5%,-1
COC(=O)c1cc(S(=O)(=O)NCC2CCN(CCc3cccs3)CC2)c[nH]1,-4%,0%,4%,-6%,-5%,11%,4%,0.3%,19%,0
O=C(O)c1ccccc1SCc1cn2ccccc2n1,24%,nt,10%,?,-3%,?,-9%[46.1 µM],-0.7%,-7%,5
Cc1cc(C)c(CN2CCN(Cc3ccc(C)o3)C(CCO)C2)c(-n2cccn2)c1 (stereo not given),-43%,3%,9%,?,-1%,-24%,-11%,0.4%,6%,11
CCCCn1c(N)c(N(CCC(C)C)C(=O)C2CCN(C(=O)c3ccccc3C)CC2)c(=O)[nH]c1=O,-1%,-2%,4%,?,-1%,23%,4%,-0.5%,nt,-1
COc1cccc(NC(=S)/C(=C(\[O-])c2ccc([N+](=O)[O-])cc2)[n+]2ccccc2)c1,1%,4%,6%,2%,0%,?,-2%,-0.3%,23%,3
CC(C)C(=O)Nc1ccc(NC(=O)c2cccc(F)c2)cn1,?,2%,17%,?,-5%,0%,-3%,0.0%,1%,2
Cc1cc(S(=O)(=O)NCCCN2CCOCC2)ccc1Br,9%,3%,-4%,2%,-1%,-4%,8%,-0.1%,nt,-2
CCN(CC)C(=O)C1CC(=O)OC1(C)C (stereo not given),1%,1%,1%,3%,-3%,16%,nt,0.0%,-5%,-1
O=C(/C=C/c1c(Cl)cccc1Cl)n1cccn1,16%,5%,?,-19%,-11%,-29%,11%[46.1 µM],0.2%,-16%,0
COc1ccc(NC(=O)CCCn2c(=O)c3sccc3n(Cc3ccccc3)c2=O)cc1,-1%,nt,3%,?,0%,15%,8%[46.1 µM],-0.6%,-9%,-6
CCCNC(=O)CCNC(=O)c1ccc(C(C)(C)C)cc1,8%,6%,2%,20%,nt,-5%,nt,-0.9%,1%,23
Cn1c(=O)c(=O)n(C)c2cc(S(=O)(=O)NCCOc3ccccc3)ccc21,-3%,-2%,-1%,-6%,-12%,13%,1%,-0.1%,-2%,-3
O=C1OC(c2ccccc2)=C/C1=C/N1CCCCC1,4µM*,0%,?,?,-23%,-1%,3%,4.5%,-5%,81*
NC(=O)c1nc[nH]c1C(=O)Nc1cccc(NC(=O)c2cccc(C(F)(F)F)c2)c1,-19%,3%,2%,?,1%,-28%,1%,0.0%,nt,nt
O=C(NCCc1ccc(C(F)(F)F)cc1)C1CC(=O)N(Cc2ccccc2)C1 (stereo not given),-8%,2%,-5%,9%,-8%,-22%,-6%,0.0%,nt,13
CC(C)[C@H](NS(=O)(=O)c1ccccc1)C(=O)OCC(=O)NC(=O)NC1CCCCC1,-9%,18%,12%,16µM*,-5%,-25%,-7%,-1.0%,nt,nt
O=C(NCCc1ccccc1)C1CCN(S(=O)(=O)c2ccc(Br)s2)CC1,-18%,5%,8%,10%,-3%,27%,-2%,-1.0%,9%,10
CCN(CC(=O)Nc1ccccc1C(F)(F)F)C(=O)Cc1sc(C)nc1-c1ccc(F)cc1,7%,1%,-4%,-6%,-3%,-6%,0%,-0.2%,nt,5
O=S(=O)(c1ccccc1)C1CC1(c1ccccc1)c1ccccc1 (stereo not given),-35%,nt,nt,nt,1%,-3%,-8%,nt,nt,nt
COc1ccc(C2(CNC(=O)/C=C/c3ccco3)CCCC2)cc1OC,-15%,-2%,5%,?,-10%,-27%,-13%,-0.4%,-12%,22
COc1ccc(CCC(=O)Nc2cccc(S(=O)(=O)N3CCCCCC3)c2)cc1OC,-38%,4%,-11%,?,-1%,-10%,11%,-0.8%,nt,?
CCc1ccc(CC(=S)N2CCOCC2)cc1,84%,-6%,15%,?,1%,-7%,11%,0.1%,-5%,-4
CCOC(=O)CSc1nc(C)cc(C)c1C#N,26%,1%,4%,12%,-1%,-8%,-11%,-0.1%,-1%,5

# Assay outcomes from PubChem BioAssay.
